# Screens: PubChem BioAssay, National Center for Advancing Translational Sciences (NCATS)
# Tb PYK inh: T. brucei pyruvate kinase inhibition; Q57TT1; TbPYK enzyme, Kinase-Glo Plus ATP luminescence, 45 min; Potency, µM (series often up to 76.8 µM), for inactives: at the highest dose activity, negative = inhibition, hits mostly inhibitors; actives 0.12% (n = 410,000); AID 624173; note: potency is the fitted concentration of half-maximal effect; % is set by controls: 0 for no effect and ±100 for the full control effect; nearly all actives have a fitted effect of over 50% in size
#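 Luminescent Kinase-Glo Plus end-point after 45 min room-temperature reaction of T. brucei pyruvate kinase started with 130 uM ADP (final). Buffer TEA 50 mM pH 7.2 with KCl, MgCl2, BSA, Tween-20; titration-based qHTS with fitted concentration-effect curves.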
# Pf growth 48h: P. falciparum growth inhibition at 48 hours (one generation). P. falciparum luciferase growth in erythrocytes, 48 h. Potency, µM (top dose mostly 28.7 µM), for inactives: at the highest dose activity change, negative = inhibition, hits mostly inhibitors. actives 5.9% (n = 310,000). AID 504832; note: potency is the fitted concentration of half-maximal effect; % is set by controls: 0 for no effect and ±100 for the full control effect
#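 Luciferase-expressing P. falciparum in infected erythrocytes (2% hematocrit, 0.1% parasitemia final) in RPMI 1640/0.5% Albumax were exposed to compound for 48 hours at 37 C, 5% CO2; growth read as luminescence.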
# Cycloheximide cs: affects cycloheximide protein synthesis inhibition readout, counter-screen | AID 2314 | max response, % | actives 12% (n = 300,000) | cell reporter, cycloheximide protein synthesis inhibition counterscreen; in the data active = max response mostly above about 13%, no sharp cut-off; inactive = mostly below about 14%; note: read at 38.3 µM for the half of the compounds with a filed dose; 0% is about no effect
# Pf growth 96h: inhibits malaria parasite growth, 96 h. P. falciparum luciferase reporter growth, 96 h. Potency, µM (doses to about 28.7 µM), inactives show at the top dose activity change, negative = inhibition, usual class: inhibitors. actives 6.9% (n = 320,000); note: potency is the fitted concentration of half-maximal effect; % is set by controls: 0 for no effect and ±100 for the full control effect
#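 Infected RBCs, 2% Hct / 0.05% parasitemia final; luciferase-reporter P. falciparum; cpd 96 h, 37 C, 5% CO2; luciferase detection reagent; luminescence.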
# AmpC inh no detg: inhibitors of E. coli AmpC beta-lactamase without detergent; AmpC nitrocefin hydrolysis, absorbance 480 nm, 0.0001% Triton; Potency, µM (series often up to 57.1 µM), without a hit: top-dose activity change, negative = inhibition, usual class: inhibitors; actives 0.52% (n = 330,000); AID 485341;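 note: potency is the fitted concentration of half-maximal effect; plate controls were no compound for no effect and no enzyme for full effect; nearly all actives have a fitted effect of over 20% in size; some results filed as inactive show a strong effect at the top dose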
# Target sequence (P00811 whole entry, looked up): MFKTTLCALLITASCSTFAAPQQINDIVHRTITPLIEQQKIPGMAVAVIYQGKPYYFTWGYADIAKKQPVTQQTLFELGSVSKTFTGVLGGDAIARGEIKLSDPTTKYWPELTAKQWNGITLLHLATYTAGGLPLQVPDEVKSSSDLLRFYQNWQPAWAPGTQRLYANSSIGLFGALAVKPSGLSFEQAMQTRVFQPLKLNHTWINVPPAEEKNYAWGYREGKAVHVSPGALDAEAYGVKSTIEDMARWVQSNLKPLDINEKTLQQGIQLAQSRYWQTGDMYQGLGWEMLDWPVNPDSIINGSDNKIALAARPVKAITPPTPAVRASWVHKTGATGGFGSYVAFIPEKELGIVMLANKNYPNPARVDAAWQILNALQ
#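 20 mM phosphate pH 7.0 + 0.01% (detergent screen) or 0.0001% Triton X-100; 5.3 nM AmpC reagent; cpd preinc 15 min RT; nitrocefin (800 uM stock) to start; A480 q20 s × 4 min; Activity was normalised to no-enzyme and no-compound control wells.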
# Shiga inhibitor: blocks Shiga toxin action in Vero cells. Vero cells, Shiga toxin protein synthesis inhibition reporter. inhibition, % at 38.7 µM. actives 9.2% (n = 290,000); in the data active = inhibition mostly above about 28%, no sharp cut-off; inactive = mostly below about 43%; note: 0% is about no effect
# LmPK inh: LmPK (Leishmania mexicana) enzyme inhibition | Potency, µM (highest dose often 57.5 µM), for inactives: top-dose activity change, negative = inhibition, usual class: inhibitors | purified LmPK, Kinase-Glo ATP luminescence, 1 h | actives 0.37% (n = 290,000) | Q27686 | AID 1721; note: potency is the fitted concentration of half-maximal effect; % is set by controls: 0 for no effect and ±100 for the full control effect
# Target sequence (Q27686 whole entry, looked up): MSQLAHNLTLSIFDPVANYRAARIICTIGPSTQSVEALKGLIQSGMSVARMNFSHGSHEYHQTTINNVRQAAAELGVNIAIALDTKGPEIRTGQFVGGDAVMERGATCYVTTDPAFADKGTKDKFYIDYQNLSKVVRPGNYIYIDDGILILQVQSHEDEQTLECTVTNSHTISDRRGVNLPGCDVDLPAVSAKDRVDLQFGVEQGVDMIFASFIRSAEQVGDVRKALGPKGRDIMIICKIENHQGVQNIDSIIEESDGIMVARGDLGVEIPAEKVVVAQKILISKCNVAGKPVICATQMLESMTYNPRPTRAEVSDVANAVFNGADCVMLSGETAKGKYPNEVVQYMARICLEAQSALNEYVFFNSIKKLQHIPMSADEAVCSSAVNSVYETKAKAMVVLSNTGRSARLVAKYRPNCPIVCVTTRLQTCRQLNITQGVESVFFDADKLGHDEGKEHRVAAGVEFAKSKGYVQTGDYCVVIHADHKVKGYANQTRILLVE
#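 Pyruvate kinase activity monitored as ATP production (luciferase luminescence). Conditions: 0.1 nM enzyme, 0.5 mM PEP, 0.1 mM ADP, 1 h, RT; normalized against uninhibited and no-enzyme wells.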
# * = called active by the depositor; ? = inconclusive; . = not tested or not shown; [ ] = dose if it differs, or a comment. Unless noted, calls come from the whole dose curve; as a rule, active = well fitted curve in the direction sought with a large enough effect; inconclusive = small, poorly fitted or top-dose-only effect, or another doubt; inactive = no such curve, though single readings can be large; an effect the other way counts as inactive or inconclusive. Rows were taken by chance; any-hit rate near 22%.
SMILES,Tb PYK inh,Pf growth 48h,Cycloheximide cs,Pf growth 96h,AmpC inh no detg,Shiga inhibitor,LmPK inh
CCOC(=O)C1=C(C)NC(=O)NC1C1CC=CCC1 (stereo not drawn),-0.7%,?,-1.5,.,-7.5%,-11.1,1.7%
Cc1cccc(NCc2nc(-c3ccccc3)no2)c1,-5.0%,.,35.6*,5.4%,-28.6%,40.7,3.0%
CN(CC(=O)Nc1ccccc1Br)CC(=O)NC(c1ccccc1)c1ccccc1,-29.0%,?,.,?,90.7%[activator],.,.
CCOC(=O)C1=NOC2COC3(CCN(c4ncccn4)CC3)OCC12 (stereo not drawn),1.8%,7.5%,0.8,27.4%,-5.4%,-9.7,-6.1%
CCOC(=O)N1CCN(C(=O)CCCCCn2c(=S)[nH]c3cc4c(cc3c2=O)OCO4)CC1,-3.7%,?,-0.8,-19.8%,-8.6%,-5.2,0.3%[11.5 µM]
O=C(COC(=O)c1ccccc1C(=O)c1ccc(Cl)cc1)NCC1CCCO1 (stereo not drawn),-0.6%,9.1%,-0.8,4.3%,-8.5%,-4.3,-0.3%
COc1cc(N=CC2=C(O)c3ccccc3C2=O)cc(OC)c1,-10.4%,5.8%,20.0*,-105.3%,-13.9%,63.9*,-4.0%
Cc1cccc(-c2nc(C#N)c(NCc3ccco3)o2)c1,-5.3%,131.3%[activator],56.7*,120.9%[activator],-21.6%,53.5*,0.6%
CCOc1cccc(-c2c(C(=O)N/N=C/c3ccsc3)nnn2-c2nonc2N)c1,-0.5%,-4.0%,-7.5,?,?,-7.1,-7.1%
Cc1ccc(NC(=O)CCC(=O)c2cccs2)c(Br)c1,-3.7%,88.9%[activator],35.9*,51.5%[activator],-27.3%,115.1*,-2.7%
O=C(CSc1n[nH]c(=O)n1Cc1ccccc1)Nc1ccc(N2CCOCC2)cc1,-15.9%,47.3%[activator],.,-1.2%,-42.5%,.,.
CCOC(=O)c1ccc(N2C(=O)c3n[nH]c(C)c3C2c2ccc(O)cc2)cc1 (stereo not drawn),4.3%,28.5%,2.2,?,-41.1%,-3.0,-1.6%
CC(=O)N1c2ccc(S(=O)(=O)NCC3CCC(C(=O)Nc4ccc(C)cn4)CC3)cc2CC1C (stereo not drawn),-2.1%,?,-1.7,?,44.7%,-1.7,1.6%
O=C(c1cccs1)N1CCN(c2ncc(C(F)(F)F)cc2Cl)CC1,-1.6%,-21.4%,17.6,?,52.6%,21.6,2.4%
Cc1cccc(C(=O)N/N=C/c2ccc3c(c2)OCO3)n1,-1.8%,13.3%,17.6,203.8%[activator],-7.4%,40.8,-5.2%
CCCOc1ccc(N2CC(C(=O)Nc3ccc(N4CCOCC4)cc3)CC2=O)cc1 (stereo not drawn),0.5%,-6.2%,-3.0,-18.4%,1.1%,15.7,2.6%
Cc1ccccc1CSCC(Nc1ccc(C(=O)O)cc1[N+](=O)[O-])C(=O)O (stereo not drawn),0.1%,-12.8%,-3.3,.,-21.3%,32.4,2.9%
CCCCc1nc(C(N)=O)c2[nH]c(=O)n(-c3ccccc3F)c2n1,2.0%,4.5%,1.7,24.2%,-5.9%,-12.1,-3.2%
Cc1cc(C(=O)Nc2c(F)c(F)c(F)c(F)c2F)n(-c2ccccc2)n1,2.3%,7.0%,-2.7,?,-19.4%,-10.2,12.4%
CC(C)(C)NC(=O)CN(C(=O)CS(=O)CC(=O)Nc1ccc(F)cc1)c1ccc2c(c1)OCCO2 (stereo not drawn),2.1%,8.8%,-1.8,-4.4%,37.2%,12.9,-8.8%

# Whole records from above. Order of screens: Tb PYK inh	Pf growth 48h	Cycloheximide cs	Pf growth 96h	AmpC inh no detg	Shiga inhibitor	LmPK inh
# `CCCCc1nc(C(N)=O)c2[nH]c(=O)n(-c3ccccc3F)c2n1` as listed: 2.0%	4.5%	1.7	24.2%	-5.9%	-12.1	-3.2%
# `CCOC(=O)N1CCN(C(=O)CCCCCn2c(=S)[nH]c3cc4c(cc3c2=O)OCO4)CC1` as listed: -3.7%	?	-0.8	-19.8%	-8.6%	-5.2	0.3%[11.5 µM]
# `CCOC(=O)C1=C(C)NC(=O)NC1C1CC=CCC1` (stereo not drawn) as listed: -0.7%	?	-1.5	.	-7.5%	-11.1	1.7%

# Additional records
SMILES,Tb PYK inh,Pf growth 48h,Cycloheximide cs,Pf growth 96h,AmpC inh no detg,Shiga inhibitor,LmPK inh
Cc1ccc(O)c(CNc2cccc(C)n2)c1,-4.2%,?,11.5,26.6%,-34.8%,24.1,-6.6%
O=C(CN1CCCCCC1)N/N=C/c1cccc(Cl)c1Cl,-6.0%,37.1%[activator],24.4*,0.0%,-33.9%,105.0*,-1.5%
CCn1c2ccccc2c2cc(NC(=O)CSc3nnc(-c4cccc(C)c4)o3)ccc21,-0.3%,.,-0.6,-14.7%,-28.3%,-7.0,1.0%
CCc1cc2c(NCC3CCCO3)nc(C)nc2s1 (stereo not drawn),10.8%,-13.2%,-4.0,?,-18.6%,-3.5,6.1%
CCOc1ccccc1C(=O)N[C@H](C(=O)Nc1ccc(OC)c(S(=O)(=O)N2CCOCC2)c1)C(C)C,-0.4%,13.1µM*,-0.7,?,162.4%[activator],-2.9,1.6%
Cc1onc(-c2ccccc2)c1C(=O)OCc1nnc(-c2ccc([N+](=O)[O-])cc2)o1,-5.6%,-7.3%,.,-8.9%,-13.7%,.,.
CN1CCN(CCc2nc3cc(NC(=O)c4ccco4)ccc3n2C)CC1,-2.0%,0.0%,7.8,1.8%,-6.2%,7.9,-3.6%
CCC(C(=O)O/N=C(\N)c1ccccc1)c1ccccc1 (stereo not drawn),-17.9%,8.6%,20.7,.,-55.1%,28.2,0.0%
Cc1ccc(N2CN(Cc3ccco3)CNC2=S)cc1,1.0%,2.0%,-3.7,-11.2%,-3.8%,10.7,6.1%
CCC1CCC(N2CCN(c3cccc(OC)c3)CC2)CC1 (stereo not drawn),-0.3%,14.5%,-1.4,116.9%[activator],-12.9%,-2.5,-0.4%
CCCn1c(SCC(=O)c2cc(C)ccc2C)n[nH]c1=O,-11.6%,3.2%,-1.9,.,-9.9%,-5.1,14.3%
N#Cc1cccc(NC(=O)CC2CCCC2)c1,-1.8%,-10.6%,12.8,1.6%,-13.2%,20.5,11.9%
COc1ccc(OC)c(-c2csc(N(CC3CCCO3)C(=O)C3CCCCC3)n2)c1 (stereo not drawn),-22.4%,2.94µM*,-0.9,-24.7%,-5.0%,3.7,4.6%
O=C(Nc1ccccc1C(=O)O)c1ccccc1,3.6%,.,2.2,0.0%,-11.9%,-7.5,9.3%
CCOC(=O)C1=C(N)n2c(s/c(=C\c3ccncc3)c2=O)=C(C(=O)OCC)C1c1ccncc1 (stereo not drawn),2.1%,?,-3.2,430.0%[activator],-9.9%,3.7,-3.2%
Cn1c(=O)c2c(SCc3cccnc3)nc(C3CC3)nc2n(C)c1=O,1.4%,.,-7.0,?,-7.9%,-21.5,-2.5%
O=C(c1ccc(CS(=O)(=O)c2ccccc2)o1)N1CCC2(CC1)OCCO2,-3.7%,17.7%,-5.7,-3.6%,-2.1%,-3.9,1.0%
CCOC(=O)C1CCCCN1Cc1ccc(OC)c(OC)c1OC (stereo not drawn),-13.3%,6.3%,-3.3,-15.1%,0.8%,-9.0,-6.6%
O=C(NC1CCN(C(=O)Nc2cccc(Cl)c2)CC1)c1ccccc1,1.3%,-2.8%,-3.0,?,-4.6%,-4.0,1.1%
CCOc1ccc(NC(=S)N2CCN(S(=O)(=O)c3ccccc3)CC2)cc1,-7.1%,-21.3%,-2.8,2.6%,-25.0%,-1.5,6.3%

# As entered above.
# Cycloheximide cs, CCOC(=O)C1=C(N)n2c(s/c(=C\c3ccncc3)c2=O)=C(C(=O)OCC)C1c1ccncc1 (stereo not drawn) is entered as -3.2
# Shiga inhibitor, O=C(NC1CCN(C(=O)Nc2cccc(Cl)c2)CC1)c1ccccc1 is entered as -4.0
# Pf growth 96h, O=C(Nc1ccccc1C(=O)O)c1ccccc1 is entered as 0.0%

# (continued)
SMILES,Tb PYK inh,Pf growth 48h,Cycloheximide cs,Pf growth 96h,AmpC inh no detg,Shiga inhibitor,LmPK inh
CC(=O)Nc1ccc(S(=O)(=O)NNC(=O)c2ccc(S(=O)(=O)N3CCCCC3)cc2)cc1,2.7%,?,2.0,-6.9%,-13.3%,7.4,5.8%
COc1ccccc1NC(=O)C(=O)N(c1cccnc1)C(C(=O)NC(C)(C)C)c1ccccc1 (stereo not drawn),-2.9%,-4.1%,-5.1,9.0%,2.9%,-16.6,-2.0%
O=C(c1cccc(S(=O)(=O)N2CCCCC2)c1)N1CCN(S(=O)(=O)c2ccc(F)cc2)CC1,-9.7%,.,-1.5,9.28µM*,20.0%,-9.3,-5.5%
CCOc1ccc(N(CC(=O)Nc2ccc(C)c(C)c2)S(C)(=O)=O)cc1,-8.5%,121.7%[activator],78.0*,9.8%,9.1%,106.7*,6.9%
O=C(CCCn1c(=S)[nH]c2ccccc2c1=O)NCCSCc1ccccc1,-5.7%,17.1%,6.5,-17.6%,-38.0%,12.6,12.5%
CCOC(=O)Cc1csc(SCC(=O)Nc2ccc(C)cc2F)n1,-8.4%,1.5%,.,21.7%,-20.5%,.,.
O=C(c1ccccc1F)N1CCN(CC2CC3C=CC2C3)CC1 (stereo not drawn),2.5%,?,-3.0,-14.2%,-9.9%,25.2,-7.3%
Cc1ccc2oc(=O)c3cnn(CC(=O)N(Cc4ccco4)C4CCCCC4)c3c2c1,-3.3%,.,-5.7,?,-10.5%,-8.8,0.9%
S=c1[nH]c2cc(Cl)c3cccnc3c2o1,?,?,1.5,50.9%[activator],-27.2%,5.3,-3.6%
Cc1ccc(C)c(N(C(=O)Cn2nnc3ccccc32)C(C(=O)NCc2ccco2)c2ccncc2)c1 (stereo not drawn),-5.9%,?,-5.5,?,2.4%,-27.3,8.8%
COc1cc(/C=N/Nc2cccc3cccnc23)cc(OC)c1O,?,?,34.5*,6.5%,0.0%,68.9*,?
CCOc1ccc(OCC)c(NC(=O)CN(C)S(=O)(=O)c2ccc3nc(C)sc3c2)c1,-4.0%,?,-4.6,0.0%,185.4%[activator],-19.1,2.4%
CC(C)CC(=O)NCc1ccc2[nH]c3c(c2c1)CCCC3,-5.6%,22.9%,13.6,3.9%,1.7%,11.7,-1.4%[11.5 µM]
COc1ccc(CCNC(=O)c2ccco2)cc1,-3.8%,.,33.0*,7.38µM*,-20.1%,36.8,-7.0%
CCC1CCCCN1CCCNC(=O)C1CCC(=O)N1Cc1ccc(C)cc1 (stereo not drawn),-2.6%,-9.2%,-1.8,-13.5%,31.3%,-22.8,1.0%
CCN(CC)C(=O)C1CCCN(Cc2ccc(OC)c(C)c2)C1 (stereo not drawn),9.8%,-24.9%,-1.5,?,-16.6%,-21.0,-1.4%
CCCCS(=O)CC(COCc1ccccc1)OC(=O)CSc1nc(C)cc(C)n1 (stereo not drawn),5.1%,-9.6%,0.9,.,99.4%[activator],13.7,0.0%
COC(=O)c1scc(C)c1N/N=C(\C)c1ccc(F)cc1F,0.2%,.,-4.5,2.08µM*,-36.5%,-5.5,-0.7%
